Assay outcomes: PubChem BioAssay, MTDP
RNase H inhibition: RNase H inhibition, HIV 1 Gag Pol polyprotein, FRET biochemical assay, screening (AID 372) | HIV-1 RT RNase H, FRET RNA/DNA substrate fluorescence; higher % means a stronger effect | inhibition, % at 10 µM; hits with a dose series show IC50 in µM | actives 0.77% (n = 100,000); in the data active = inhibition above about 50%
Starred values were filed as active, the others as inactive.

SMILES | RNase H inhibition
CCc1ccc(N2C(=O)NC(=O)/C(=C/c3ccco3)C2=O)cc1 | 6%
Cc1ccc(/C=C2/SC(=O)N(CN3CCCCC3)C2=O)cc1 | 5%
CC1(C)CC(=O)C2=C(C1)c1c(ccc3ccccc13)NC2c1ccc(Cl)cc1 (stereo not given) | 2%
COc1ccc(NCn2nnc3ccccc32)c([N+](=O)[O-])c1 | 10%
Cc1cccc(NC(=O)C2CC=CCC2C(=O)O)c1 (stereo not given) | 6%
COc1ccc(C2=C/C(=C/c3ccc(Cl)cc3)C(=O)O2)cc1OC | 15%
CC(C)OC(=O)C1C(=O)CC(C)(O)C(C(=O)OC(C)C)C1/C=C/c1ccccc1 (stereo not given) | 7%
O=[N+]([O-])c1cccc(N=Cc2ccncc2)c1 | 6%
CCOc1cc(OCC)cc(C(=O)Nc2ccc3oc(-c4ccccc4F)nc3c2)c1 | 0%
O=[N+]([O-])c1cc(Cl)c(Cl)c(/C=N/Nc2nc(Nc3ccc(F)cc3)nc(N3CCCCC3)n2)c1 | 0%
CCOc1cccc(-c2cc(C(=O)Nc3ccc4c(c3)OCCO4)c3ccccc3n2)c1 | 15%
Cc1cc(C)cc(NC(=O)CN(CCc2ccccc2)S(=O)(=O)c2ccccc2)c1 | 14%
O=C(COc1ccc(Cl)cc1)NCCSCc1cccc(Cl)c1 | 20%
Cc1ccc2c(-c3ccc([N+](=O)[O-])cc3)cc(=O)[nH]c2c1 | 9%
Cc1ccc(-c2cc(C(F)(F)F)n3nc(C(=O)N4CCCC4)c(Cl)c3n2)cc1 | 1%
CC(C)c1ccc(/C=N/NC(=O)C(c2ccccc2)c2ccccc2)cc1 | 17%
Cc1ccc([N+](=O)[O-])cc1NC(=O)C1CC(O)CN1C(=O)Oc1ccccc1 (stereo not given) | 0%
CCOC(=O)C1NN=C(C(=O)c2ccc(OC)cc2)C1c1ccccc1Cl (stereo not given) | 17%
CCOC(=O)C1=C(C)N=c2s/c(=C\c3ccc(Cl)cc3Cl)c(=O)n2C1c1ccc(OC)c(OC)c1 (stereo not given) | 18%
O=C(CCN1C(=O)c2cccc([N+](=O)[O-])c2C1=O)Nc1nccs1 | 8%
CCOC(=O)c1c(-c2ccccc2)oc2cc(Br)c(OCC(=O)C(C)(C)C)cc12 | 2%
Cc1ccc(-c2cc(C(=O)N3CCCCC3)c3ccccc3n2)s1 | 8%
O=C1c2cc(S(=O)(=O)NCCCO)ccc2-c2ccc(S(=O)(=O)NCCCO)cc21 | 5%
CCOc1ccccc1N(CC(=O)Nc1ccc(C)c(C)c1)S(=O)(=O)c1ccccc1 | 11%
CC1=C(C(=O)OC(C)C)C(c2ccc(OCc3ccccc3)cc2)C2=C(CC(c3ccccc3)CC2=O)N1 (stereo not given) | 9%
CC(NC(=O)CSc1nnc(-c2ccco2)n1-c1ccccc1)c1ccccc1 (stereo not given) | 4%
Cc1ccc(-c2nc3cc(Cl)ccc3o2)cc1NC(=O)COc1ccccc1[N+](=O)[O-] | 11%
Cc1ccc(N=Cc2ccc(-c3ccc(Cl)cc3)o2)c(O)c1 | 13%
Cc1cc(Br)cc(C)c1OCCCOc1cccc2cccnc12 | 30%
COc1ccc(-c2cc(C(=O)Nc3cccc(Br)c3)c3ccccc3n2)c(OC)c1 | 0%
NC(=O)c1ccc(NC(=O)c2ccc3ccccc3c2)cc1 | 0%
O=[N+]([O-])c1ccccc1/C=N/N1CCN(Cc2ccc(Cl)cc2)CC1 | 11%
CCC(=O)Nc1nc(C)c(-c2csc(Nc3ccccc3OC)n2)s1 | 14%
O=c1[nH]c(SCCc2ccccc2)nc2ccccc12 | 14%
O=C(NNC(=O)c1c(O)c2ccccc2[nH]c1=O)c1ccccc1Cl | 2%
CCCC(=O)N1CCN(c2ccc(C(=O)c3ccccc3)cc2F)CC1 | 3%
Nc1cc2c(=O)c3cc(Cl)cc(Cl)c3[nH]c2c2c1C(=O)c1ccccc1C2=O | 2%
CC(C)c1ccccc1OCCCCCNCCO | 4%
O=C(Nc1ccccc1C(=O)O)c1ccc2c(c1)C(=O)N(c1ccc(Cl)cc1)C2=O | 0%
CCCc1nnc(NC(=O)COC(=O)/C=C/c2ccco2)s1 | 11%
O=C(Nc1cc(Cl)cc(Cl)c1)Nc1ccc(Cl)c(Cl)c1 | 16%
CC(=O)Oc1ccccc1Cn1c2ccccc2c2ccccc21 | 0%
CCOC(=O)c1cccc(N2C(=O)C=CC2=O)c1 | 0%
CN1C(=O)C(=Cc2ccc(-c3ccc(C(=O)O)cc3)o2)C(=O)N(C)C1=S | 8%
CC(N=Cc1cc([N+](=O)[O-])cc(Br)c1O)C12CC3CC(CC(C3)C1)C2 (stereo not given) | 12%
CCOC(=O)C(=Cc1ccc(OCc2ccc([N+](=O)[O-])cc2)c(OC)c1)C(=O)OCC | 59%*
CCCCOC(=O)C1=C(C)NC2=C(C(=O)CCC2)C1c1ccccc1OC (stereo not given) | 5%
CC(C)=NNC(=O)C(=O)NC(C)c1ccccc1 (stereo not given) | 4%
COC(=O)C1=C(C)N(Cc2cccnc2)C(=O)/C1=C\c1cccc(OC)c1O | 21%
Cn1c(=O)c([N+](=O)[O-])c(NCc2ccco2)c2ccccc21 | 0%
COc1cc(OC)cc(C(=O)Nc2ccc3oc(-c4ccc(Cl)c(Cl)c4)nc3c2)c1 | 56%*
CSC1=C(C#N)C2(CCCCC2)C(C#N)C(=O)N1 (stereo not given) | 13%
Cc1cccc(N(CC(=O)NCc2ccco2)S(=O)(=O)c2ccccc2)c1 | 2%
CCCN1CCC(=NNC(=O)c2ccccc2C)CC1 | 8%
N#Cc1c(NC(=O)c2cc3ncc(Br)cn3n2)sc2c1CCCC2 | 7%
COc1ccc(/C(N)=N/OC(=O)c2ccc(Cl)cc2Cl)cc1 | 18%
CCCCc1ccc(-c2nc(-c3cccnc3)no2)cc1 | 19%
CSc1ccc(/C=N\NC(=O)C2COc3cc4ccccc4cc3O2)cc1 (stereo not given) | 4%
CCOc1cc(Br)cc(/C=C2/SC(=S)NC2=O)c1O | 18%
Cc1onc(-c2ccccc2)c1C(=O)N/N=C/c1cc(Br)cs1 | 11%

(next part)
SMILES | RNase H inhibition
CCCOc1ccccc1/C=C1\N=C(c2ccccc2Cl)OC1=O | 19%
O=C(NC(=S)Nc1ccc2oc(-c3ccc(Br)cc3)nc2c1)c1ccco1 | 15%
CCOC(=O)CSc1nc2c(c(=O)n1CC1CCCC1)C1(CCCC1)Cc1ccccc1-2 | 12%
CCOC(=O)C1=C(C)OC(N)=C(C#N)C1c1ccc(C)s1 (stereo not given) | 23%
CCOCCOC(=O)C1=C(C)NC2=C(C(=O)CC(c3ccc(Cl)cc3)C2)C1c1cc(Cl)c(O)c(OC)c1 (stereo not given) | 14%
Cc1ccc(-c2nc(N)n[nH]2)cc1 | 11%
Cc1ccc2cc(C)c(N/N=C/c3ccc(Br)cc3)nc2c1 | 4%
C/C(=N/NC(=O)COc1cccc(Cl)c1)c1ccc(Br)cc1 | 12%
Cc1cc(C)c[n+](C(C)C(=O)c2ccc(Cl)cc2)c1 (stereo not given) | 1%
CCOc1cccc(C(=O)Nc2cccc(-c3nc4cc(C)ccc4o3)c2C)c1 | 3%
CCOC(=O)c1c(NC(=O)c2ccccc2Cl)sc2c1CCC/C2=N/O | 4%
CC(C)c1ccc(N(CC(=O)Nc2ccc(I)cc2)S(C)(=O)=O)cc1 | 11%
CCOC(=O)C1CCN(C(=O)Cc2ccc(OC)c(OC)c2)CC1 | 13%
O=C(CSC1=NCCS1)Nc1cccc2ccccc12 | 0%
N#Cc1sc2nc(-c3cccs3)cc(C(F)(F)F)c2c1N | 10%
O=[N+]([O-])c1cccc(Nc2ncnc3ccc(Br)cc23)c1 | 4%
COc1cc([N+](=O)[O-])c(Cl)cc1-c1ccc(/C=C(\C#N)c2nn(-c3ccccc3)c(N)c2C#N)o1 | 14%
COc1ccc(-c2nc3cc(NC(=S)NC(=O)c4oc5ccccc5c4C)ccc3o2)cc1 | 4%
COc1ccc(C)cc1NCc1ccc(SC)cc1 | 0%
N#C/C(=C\Nc1cc(C(F)(F)F)ccc1Cl)c1nc(-c2cc3c(ccc4ccccc43)oc2=O)cs1 | 0%
CC(C)OP(=O)(OC(C)C)C(Nc1cccc(N)c1)c1cccc(N)c1 (stereo not given) | 27%
CC1CCN(C(=O)c2ccc(CN(c3ccccc3)S(C)(=O)=O)cc2)CC1 | 6%
Cc1ccc(SCCNC(=O)CN(c2ccc(Br)cc2)S(C)(=O)=O)cc1 | 18%
CCc1ccc2oc(-c3ccc(C)c(NC(=S)NC(=O)c4cccc(Br)c4)c3)nc2c1 | 1%
Cc1cc(Br)c2[nH]c(O)c(N=NC(N)=S)c2c1 | 3%
COc1cccc(OC)c1OCC(O)CN1CCN(c2ccccc2F)CC1 (stereo not given) | 10%
CCCCCC1NC(=O)NC1CCCCCC(=O)O (stereo not given) | 4%
CC(=O)Nc1ccc(S(=O)(=O)N(Cc2ccccc2)c2ccccn2)cc1 | 9%
Cc1ccc(NC(=O)CCOc2ccccc2)c(Br)c1 | 1%
O=c1c2ccccc2c(-c2ccccc2)nn1-c1cc([N+](=O)[O-])ccc1N1CCOCC1 | 31%
COc1ccc(NC(=O)Nc2ccc(Cl)c(Cl)c2)cc1 | 1%
Cc1ccc(C)c(NC(=O)c2ccc(C(=O)Nc3cc(C)ccc3C)cc2)c1 | 4%
COc1ccc(C(=O)Nc2ccc([N+](=O)[O-])cc2[N+](=O)[O-])cc1 | 25%
Cc1cccc(C(=O)Nc2ccc(NC(=O)c3ccc(C)c([N+](=O)[O-])c3)cc2)c1 | 31%
COc1cccc(OC)c1C(=O)Nc1ccc(I)cc1 | 17%
Fc1ccc(CCNC2CCN(Cc3ccccc3)CC2)cc1 | 13%
CN(C)c1ccc(/C=C/C(=O)c2ccccc2O)cc1 | 0%
COc1cc(OC)c(NC(=O)c2cc(C(F)(F)F)cc(C(F)(F)F)c2)cc1Cl | 6%
Cc1ccnc(NC(=O)C2CCCC2)c1 | 6%
CCOC(=O)C(=Cc1ccc(-c2ccc(Cl)cc2Cl)o1)C(=O)OCC | 20%

In the list so far, these contain two or more sulfur atoms:
SMILES | RNase H inhibition
O=C1c2cc(S(=O)(=O)NCCCO)ccc2-c2ccc(S(=O)(=O)NCCCO)cc21 | 5%
CCC(=O)Nc1nc(C)c(-c2csc(Nc3ccccc3OC)n2)s1 | 14%
CCOc1cc(Br)cc(/C=C2/SC(=S)NC2=O)c1O | 18%
O=C(CSC1=NCCS1)Nc1cccc2ccccc12 | 0%
N#Cc1sc2nc(-c3cccs3)cc(C(F)(F)F)c2c1N | 10%
Cc1ccc(SCCNC(=O)CN(c2ccc(Br)cc2)S(C)(=O)=O)cc1 | 18%

More structures follow.
SMILES | RNase H inhibition
CC1CCN(C(=O)CSc2nc3ccc([N+](=O)[O-])cc3s2)C(C)C1 (stereo not given) | 11%
CCOC(=O)c1c(NC(=O)Cc2ccc(Cl)cc2)sc(C(=O)Nc2ccccc2F)c1C | 21%
Cc1ccc(N(CC(=O)Nc2ccc(Cl)cc2)S(C)(=O)=O)cc1Cl | 19%
COCCc1nnc(NC(=O)Nc2ccccc2)s1 | 10%
O=C1N(c2ccccc2)C2CS(=O)(=O)CC2N1c1cccc(Cl)c1 (stereo not given) | 14%
O=C1/C(=C\c2ccc(-c3cccc([N+](=O)[O-])c3)o2)SC(=S)N1C1CCS(=O)(=O)C1 (stereo not given) | 20%
CCc1cccc(CC)c1NC(=O)c1cc(-c2cccs2)nc2ccccc12 | 2%
CCSc1nnc(NC(=O)c2ccc3c(c2)OCO3)s1 | 4%
CCOc1ccc(C(=O)Nc2nnc(SCC)s2)cc1 | 12%
CC(=O)Nc1nc(NC(C)=O)n(-c2ccccc2)n1 | 17%
COc1cc(/C=C2\C(=O)NC(=O)N(c3ccc(Cl)cc3)C2=O)c(Br)cc1O | 25%
COc1nc(N/N=C\c2ccc3c(c2)OCO3)nc(N2CCOCC2)n1 | 5%
O=C1/C(=C\c2cccc([N+](=O)[O-])c2)SC(=S)N1c1cccc(C(F)(F)F)c1 | 9%
CCc1ccc(-c2nc3cc(NC(=O)c4cc([N+](=O)[O-])ccc4Br)ccc3o2)cc1 | 31%
Cc1cc(Br)cc(C)c1NC(=O)Cc1ccc(Cl)cc1 | 1%
COc1ccc(N(C)S(=O)(=O)c2ccc(Cl)cc2)cc1 | 6%
COc1ccc(C(=O)N2CCN(Cc3cccc(F)c3)CC2)cc1OC | 8%
CC1CCc2c(sc(NC(=O)CSc3nncn3C)c2C#N)C1 (stereo not given) | 7%
COc1ccc2nc(NC(=O)c3cccc(Cl)c3Cl)sc2c1 | 13%
CCCOc1ccc2c(C)c(C)c(=O)oc2c1C | 23%
O=C(O)C1C2C=CC(C3CC23)C1C(=O)Nc1ccccc1Cl (stereo not given) | 0%
Cc1ccccc1/C=N/Nc1nc(N2CCCCC2)nc(N2CCCCC2)n1 | 19%
Cc1nc2cc(-c3ccc(Br)cc3)[nH]n2c(=O)c1C | 13%
CCOC(=O)COc1cc(Br)c(C2Nc3ccc4ccccc4c3C3=C2C(=O)CC(C)(C)C3)cc1OC (stereo not given) | 0%
CC1=NN(c2ccccc2)C(=O)/C1=C/c1cn(CCC#N)nc1-c1ccc(F)cc1 | 0%
COc1ccc(Cn2cc(F)c(=O)n(C)c2=O)cc1[N+](=O)[O-] | 0%
CCOc1ccc(C(=O)NC(=S)Nc2cccnc2)cc1[N+](=O)[O-] | 10%
Cc1cccc(N2C(=O)NC(=O)/C(=C/c3ccc(-c4ccc([N+](=O)[O-])cc4)o3)C2=O)c1 | 17%

These rows are one share of the data; the hit share may differ from the screen's.
